KCNQ1 block = inhibitors of human KCNQ1 channel, primary screen, cell-based, thallium flux, high-throughput; Potassium voltage-gated channel subfamily KQT member 1 (Homo sapiens), P51787; B-score at 10 µM; actives 1.3% (n = 310,000); CHO-K1 KCNQ1, FluxOR thallium flux fluorescence; stronger effect = higher value;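 active = compounds whose thallium flux B-score, printed positive for inhibition, exceeds three library SD while starting fluorescence stays within three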;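 also: channel opened by potassium depolarization with thallium stimulus after 20 min compound exposure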
Target sequence (P51787 whole entry, looked up): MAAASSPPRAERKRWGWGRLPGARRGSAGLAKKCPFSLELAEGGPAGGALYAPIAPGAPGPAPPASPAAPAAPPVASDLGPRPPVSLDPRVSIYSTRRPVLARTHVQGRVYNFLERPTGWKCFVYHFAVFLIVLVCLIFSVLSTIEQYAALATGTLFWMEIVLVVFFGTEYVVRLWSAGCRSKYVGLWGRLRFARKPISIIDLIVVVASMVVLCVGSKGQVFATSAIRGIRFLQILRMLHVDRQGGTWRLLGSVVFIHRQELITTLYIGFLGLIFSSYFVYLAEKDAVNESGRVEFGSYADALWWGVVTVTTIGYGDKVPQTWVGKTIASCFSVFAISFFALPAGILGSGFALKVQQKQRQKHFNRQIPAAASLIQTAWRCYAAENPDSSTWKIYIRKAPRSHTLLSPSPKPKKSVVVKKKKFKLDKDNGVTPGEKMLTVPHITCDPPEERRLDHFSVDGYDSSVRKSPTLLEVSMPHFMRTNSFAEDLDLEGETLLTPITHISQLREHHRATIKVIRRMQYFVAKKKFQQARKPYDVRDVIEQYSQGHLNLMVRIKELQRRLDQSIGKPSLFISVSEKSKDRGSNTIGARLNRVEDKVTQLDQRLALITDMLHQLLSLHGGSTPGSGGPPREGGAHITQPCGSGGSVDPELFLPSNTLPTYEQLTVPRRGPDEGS
KCNQ1 pot = potentiators or activators of KCNQ1 channel, primary screen, cell-based, thallium flux, high-throughput; CHO-K1 KCNQ1, thallium flux FluxOR fluorescence; stronger effect = higher value; AID 2648, 2010; B-score at 10 µM; actives 0.35% (n = 310,000); Potassium voltage-gated channel subfamily KQT member 1 (Homo sapiens), P51787;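 active = fluorescence ratio B-score, a plate-corrected score, at least three library SD, with initial intensity B-score within 5 SD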
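Doses: Single concentration per compound, DMSO matched to controls | Test system: KCNQ1-transfected CHO-K1 cells | Timing: 90 min dye loading and 20 min compound exposure, both at room temperature | Measured by: Kinetic FluxOR thallium fluorescence, 10-s 1-Hz baseline, 110-s post-stimulus read | Medium: Assay buffer with matched DMSO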
KCNK3 block = human KCNK3 channel inhibitors, primary screen, CHO cells, FluxOR thallium flux, B-score. B-score at 10 µM. FluxOR fluorescence; stronger effect = lower value. Potassium channel subfamily K member 3 (Homo sapiens), O14649. actives 0.84% (n = 340,000);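 active = B-score under library mean minus 4 SD, starting fluorescence ratio at most library mean plus 5 SD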;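 also: more negative B-score means stronger inhibition of thallium flux through KCNK3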
Target sequence (O14649 whole entry, looked up): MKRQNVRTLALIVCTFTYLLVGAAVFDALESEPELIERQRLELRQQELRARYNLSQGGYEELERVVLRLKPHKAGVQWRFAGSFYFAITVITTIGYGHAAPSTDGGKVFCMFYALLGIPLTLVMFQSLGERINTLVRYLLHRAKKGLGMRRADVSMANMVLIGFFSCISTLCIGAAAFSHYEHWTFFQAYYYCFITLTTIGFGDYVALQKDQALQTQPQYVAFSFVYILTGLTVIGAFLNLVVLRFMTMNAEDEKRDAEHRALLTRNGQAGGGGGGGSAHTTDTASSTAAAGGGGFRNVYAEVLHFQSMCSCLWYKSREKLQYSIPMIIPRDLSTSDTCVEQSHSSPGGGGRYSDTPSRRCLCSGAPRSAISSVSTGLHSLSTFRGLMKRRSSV
Platelet DG rel = inhibitors of platelet dense granule secretion, primary screen, cell-based, MLPCN, human platelets; human platelet-rich plasma, SFLLRN dense granule ATP release, luminescence; inhibition, %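 (compounds screened at 7.5 µM in platelet-rich plasma)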; actives 0.22% (n = 300,000);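 active = mean replicate score, as percent of positive control, at or above 50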
KCNK9 block = KCNK9 potassium channel inhibitors, primary screen, HEK293 cells, thallium flux; Potassium channel subfamily K member 9 (Homo sapiens), Q9NPC2; FluxOR thallium flux fluorescence; stronger effect = lower value; B-score at 10 µM; actives 1.2% (n = 310,000);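 active = ratio B-score over 3 SD below the library mean, with starting fluorescence within 5 SD of its mean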;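 also: negative B-score means less thallium flux so channel inhibition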
Dyrk1A ADPGlo = rat Dyrk1A kinase inhibitors, primary screen, biochemical, single point, plate reader. inhibition, % at 12.5 µM. ADP-Glo luminescence, NFATc1 peptide. AID 504441, 2011. Dual specificity tyrosine-phosphorylation-regulated kinase 1A (Rattus norvegicus), Q63470. actives 0.43% (n = 310,000); in the data active = inhibition above about 50%;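 also: plate controls were vehicle with enzyme for no effect and no enzyme for full effect; many of its hits are not listed in these tables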
TRPC4 block = inhibitors of mouse TRPC4 channel, primary screen, Fluo4 calcium, HEK293 TRPC4beta/mu-opioid cells; Short transient receptor potential channel 4 (Mus musculus), Q9QUQ5; DAMGO-evoked Fluo4 calcium flux; stronger effect = lower value; B-score at 10 µM; actives 0.39% (n = 300,000);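 active = B-score over 3 SD under the library average, no early fluorescence shift, positive overall ratio signal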
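Signal: kinetic Fluo4 fluorescence imaging of calcium influx. Material: stable TRPC4beta/mu-opioid receptor HEK293 cells. Probe or stimulus: DAMGO in two steps, submaximal then maximal.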
PolyA inh = polyadenylation inhibitors in yeast reporter cells, primary screen, luminescence, S. cerevisiae | S. cerevisiae SKY197-pL101 polyadenylation reporter, beta-gal luminescence; efflux-impaired pdr1/pdr3 knockout yeast; score 100 = 6 SD above DMSO | calls only at 12 µM | actives 0.02% (n = 300,000) | AID 1875, 2009;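 active = lowest replicate activity score at least 50, where 100 means six control SD above control mean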;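 also: yeast exposed to compound for 9 h at 30 °C; higher score means more reporter readthrough which indicates perturbed polyadenylation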
TRPC4 PAM = positive allosteric modulators of TRPC4, primary screen, cell-based, mouse TRPC4beta, HEK293 mu-opioid, Fluo-4 calcium. AID 2227, 2009. Short transient receptor potential channel 4 (Mus musculus), Q9QUQ5. B-score at 10 µM. actives 0.42% (n = 310,000). DAMGO EC20, Fluo-4 Ca2+ flux; stronger effect = higher value;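 active = B-score of calcium response area above 5 SD of library B-scores, with initial fluorescence ratio within 5 SD of library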;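 also: B-score of integrated fluorescence ratio over time as area under calcium response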
TRPC4 act = activators of mouse TRPC4 channel, primary screen, Fluo4 calcium, HEK293 TRPC4beta/mu-opioid cells. B-score at 10 µM. Fluo4 calcium fluorescence; stronger effect = higher value. Short transient receptor potential channel 4 (Mus musculus), Q9QUQ5. actives 0.49% (n = 310,000);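 active = B-score above 5 SD of library B-scores, and initial fluorescence ratio not above library mean plus 5 SD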;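 also: positive B-score marks a calcium rise read as TRPC4 activation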
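Assay system: HEK293 stable line with TRPC4beta plus mu-opioid receptor. Times: dye 45 min RT, read 110 s. Measured by: kinetic Fluo4 calcium fluorescence. Measure: B score of integrated ratio. Controls: assay buffer as low control, maximal DAMGO as high control.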
hERG rescue = hERG rescue from dofetilide block, primary screen, cell-based, CHO-hERG, FluxOR thallium flux, dofetilide IC70; Voltage-gated inwardly rectifying potassium channel KCNH2 (Homo sapiens), Q12809; activation (rescue from dofetilide block), less the hit threshold, % at 10 µM; actives 0.51% (n = 310,000); dofetilide IC70 present;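 active = activation above the mean of controls blocked by dofetilide plus 5 SD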;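 also: thallium influx through hERG after potassium depolarization seen as dye fluorescence rise; in these data hits start at about 4.7%; inactives centre near -7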
The depositor's hits bear a star; i = inactive; · = no result given. A portion of the library; count on the stated rates, not on these rows.

SMILES | KCNQ1 block | KCNQ1 pot | KCNK3 block | Platelet DG rel | KCNK9 block | Dyrk1A ADPGlo | TRPC4 block | PolyA inh | TRPC4 PAM | TRPC4 act | hERG rescue
CCOc1cc(/C=C2/NC(=O)N(CC(=O)Nc3cccc(C)c3)C2=O)ccc1OCC(N)=O | i | i | i | 1 | i | 3 | i | i | i | i | -7
Cc1ccc2c(c1)N(CC(=O)N1CCCc3ccccc31)C(=O)CO2 | i | i | i | -2 | i | -2 | i | i | i | i | -5
Cc1cccc(CN2CCCC(C(=O)c3ccc4c5c(cccc35)CC4)C2)n1 (centres undefined) | i | i | i | 1 | i | -1 | i | i | i | i | -19
CC(NCc1ccccc1O)C12CC3CC(CC(C3)C1)C2 (centres undefined) | i | i | i | 4 | i | 4 | i | i | i | i | -3
COc1ccc(NC(=O)C(c2ccccc2)N2CCN(c3ccccn3)CC2)cc1Cl (centres undefined) | i | i | i | 7 | i | -2 | i | i | i | i | -6
COC(=O)c1ccc(CSc2nc3ccccc3o2)cc1 | i | i | i | 3 | i | 1 | i | i | i | i | -9
C=C1CCN([C@@H](CC(C)C)C(=O)NCc2ccc(OC)cc2)S(=O)(=O)c2ccccc21 | i | i | i | 0 | i | -2 | · | i | i | i | -3
Oc1c(Br)cc(Br)cc1CNn1cnnc1 | i | i | i | 3 | i | 2 | i | i | i | i | -7
O=C1CCCN1CCCn1cnc2c([nH]c3ccc(F)cc32)c1=O | i | i | i | -58 | i | -3 | i | i | i | i | -8
COCCOC(=O)c1c(C)nc(SCC(=O)Nc2cccc3ccccc23)c(C#N)c1-c1ccco1 | i | i | i | -7 | i | 0 | i | i | i | i | -6

An excerpt from above in order of molar mass, smallest number first.
SMILES | KCNQ1 block | KCNQ1 pot | KCNK3 block | Platelet DG rel | KCNK9 block | Dyrk1A ADPGlo | TRPC4 block | PolyA inh | TRPC4 PAM | TRPC4 act | hERG rescue
CC(NCc1ccccc1O)C12CC3CC(CC(C3)C1)C2 (centres undefined) | i | i | i | 4 | i | 4 | i | i | i | i | -3
COC(=O)c1ccc(CSc2nc3ccccc3o2)cc1 | i | i | i | 3 | i | 1 | i | i | i | i | -9
Oc1c(Br)cc(Br)cc1CNn1cnnc1 | i | i | i | 3 | i | 2 | i | i | i | i | -7
CCOc1cc(/C=C2/NC(=O)N(CC(=O)Nc3cccc(C)c3)C2=O)ccc1OCC(N)=O | i | i | i | 1 | i | 3 | i | i | i | i | -7

Next part:
SMILES | KCNQ1 block | KCNQ1 pot | KCNK3 block | Platelet DG rel | KCNK9 block | Dyrk1A ADPGlo | TRPC4 block | PolyA inh | TRPC4 PAM | TRPC4 act | hERG rescue
NC(=S)NNC(=O)Nc1ccc(Cl)c(Cl)c1 | i | i | i | -29 | i | 18 | i | i | i | i | -5
Cc1ccc(-n2c(C)cc(C3=NNC(=NC4CC4)SC3)c2C)cc1C | 7* | i | i | 0 | i | -2 | i | i | i | i | -24
CCn1ccc(=N)cc1 | i | i | i | -1 | i | 3 | i | i | i | i | -7
O=C(C[N+]1(CC#Cc2ccccc2)CCOCC1)c1ccc(Cl)cc1 | i | i | i | 4 | i | 0 | i | i | i | i | -17
O=C(NCc1ccccc1)c1cc(-c2ccncc2)nc2ccccc12 | i | i | i | 0 | i | 2 | i | i | i | i | -7
CCOc1ccc(NC(=O)Cn2cc(C(C)=O)c3ccccc32)cc1 | i | i | i | -4 | i | -1 | i | i | i | i | -2
Cc1ccccc1NC(=O)CN1CCc2ccccc2C1 | i | i | i | 1 | i | -2 | i | i | i | i | 1
S=c1[nH]nc(-c2n[nH]c3c2CCC3)n1/N=C/C=C/c1ccco1 | i | i | i | -2 | i | · | i | i | i | i | -7
COCCOC(=O)C1=C(C)NC2=C(C(=O)CCC2)C1c1cc2c(cc1Br)OCO2 (centres undefined) | i | i | i | 1 | i | 0 | i | i | i | i | -8
CN(C)S(=O)(=O)c1cccc(C(=O)NCC2CCCO2)c1 (centres undefined) | i | i | i | 0 | i | 9 | i | i | i | i | -2
O=C(Nc1cccnc1)c1ccccc1O | i | i | i | -4 | i | -3 | i | i | i | i | -23
COc1ccc(CNC(=O)C(C)N=C2NS(=O)(=O)c3ccccc32)cc1OC (centres undefined) | i | i | i | -3 | i | -2 | i | i | i | i | -19
CC(=O)N1c2ccc(S(=O)(=O)N3CCC(C(=O)N4CCN(c5cccc(C(F)(F)F)c5)CC4)CC3)cc2CC1C (centres undefined) | i | i | i | 4 | i | · | i | i | i | i | -8
Cc1ccc(-c2csc3nc[nH]c(=S)c23)cc1 | i | 26* | i | -3 | i | 12 | i | · | i | i | 53*
Cc1cc(NC(=O)CCSc2ccc(Cl)cc2)no1 | i | i | i | 4 | i | -6 | i | i | i | i | -2
Cc1cccc(/C(N)=N/OC(=O)Cc2cccs2)c1 | i | i | i | 0 | i | 9 | i | i | i | i | -14
CCCCNC(=O)Nc1ccccc1C(=O)NCc1ccco1 | i | i | i | -5 | i | -4 | i | i | i | i | -7
COc1ccc(S(=O)(=O)NCc2ccco2)cc1N(C)S(=O)(=O)c1ccccc1 | i | i | i | -6 | i | -4 | i | i | i | i | -12
O=C(NNC(=O)C1CCN(Cc2cccc(F)c2)CC1)c1cccs1 | i | i | i | 1 | i | 2 | i | i | i | i | -6
CC(C)c1ccccc1NC(=O)COC(=O)COc1ccccc1[N+](=O)[O-] | i | i | i | 5 | i | -5 | i | i | i | i | -12
NC(=O)c1ccccc1OCC(=O)O | i | i | i | 9 | i | 4 | i | i | i | i | -5
Cc1ccsc1C(=O)N1CCN(S(=O)(=O)c2cccc(F)c2)CC1 | i | i | i | -2 | i | -8 | i | i | i | i | -9
COc1ccc(Cl)cc1N(C(=O)Nc1cccc(Cl)c1)C1=NCC(C)S1 (centres undefined) | i | i | i | -4 | i | -5 | i | i | i | i | -8
CCOC(=O)c1cc2sc(C)cc2n1CC(=O)N1CCN(C(=O)c2ccco2)CC1 | i | i | i | 6 | i | 0 | i | i | i | i | -6
Cc1ccc(S(=O)(=O)N(C)c2ccc(OCC(=O)Nc3nc4ccccc4s3)cc2)cc1 | i | i | i | -1 | i | 1 | i | i | i | i | -8
CC(NC(=O)c1ccccc1F)c1nnc(SCC(=O)NC2=NCCS2)n1C (centres undefined) | i | i | i | 8 | i | 6 | i | i | i | i | -4
N#Cc1ccc(NC(=O)Cn2cnc([N+](=O)[O-])c2)cc1 | i | i | i | -3 | i | -4 | i | i | i | i | -10
Cc1ccc(/C=C/C(=O)OCC(=O)N(CC(C)C)c2c(N)n(Cc3ccccc3)c(=O)[nH]c2=O)o1 | i | i | i | -5 | i | 6 | i | i | i | i | -1
Cc1nc(CN2CCCC2=NC#N)n(-c2ccccc2)n1 | i | i | i | 0 | i | -5 | i | i | i | i | -6
O=C(CC(NC(=O)c1ccccc1)c1ccccc1)Nc1ccc(F)c(F)c1 (centres undefined) | i | i | i | -2 | -10* | -3 | i | i | i | i | -3
Cc1ccc(C(=O)N/C(=C\c2ccc(-c3ccc(Br)cc3)o2)C(=O)NCCCN(C)C)cc1 | 8* | i | i | -3 | i | 10 | i | i | i | i | -33
CC1=C(C(=O)OCc2ccccc2)C(c2ccccc2Cl)NC(=O)N1CCCCCC(=O)O (centres undefined) | i | i | i | -3 | i | 1 | i | i | i | i | -9
COc1cccc(CN(CC(=O)NCc2ccccc2)C(=O)c2csnn2)c1 | i | i | i | -1 | i | -7 | i | i | i | i | -6
CCc1c(C)nc(N)n2c(SCC(=O)Nc3ccccc3)nnc12 | i | i | i | -9 | i | 1 | i | i | i | i | -4
Cc1cc(C)n(-c2nc(C(F)(F)F)nc3ccccc23)n1 | i | i | i | -3 | i | -53 | i | i | i | i | -2
Cc1cccc(OCCCC(=O)Nc2ccc(S(=O)(=O)Nc3onc(C)c3C)cc2)c1 | i | i | i | -3 | i | 2 | i | i | i | i | -6
CCN1C(=O)CSC1=Nc1ccc(C(=O)O)cc1 | i | i | i | 4 | i | 0 | i | i | i | i | -5
Cc1nnc(NC(=O)Cc2cccs2)s1 | i | i | i | -8 | i | 3 | i | i | i | i | 3
CN(C)S(=O)(=O)c1ccc(N/C=C(\[N+](=O)[O-])S(=O)(=O)c2ccccc2)cc1 | i | i | i | -3 | i | -1 | i | i | i | i | -14
O=C(NCC1CCCO1)c1cccc2ccccc12 (centres undefined) | i | i | i | 11 | i | 1 | i | i | i | i | -3
COc1ccc(Nc2nc(N3CCCCC3)c3ccccc3n2)cc1 | 14* | i | i | -1 | i | -2 | i | i | i | i | -28
CCCOc1ccc(C(=O)Nc2ccccc2[N+](=O)[O-])cc1 | i | i | i | -1 | i | 0 | i | i | i | i | -3
CCCCCC(C)n1[nH]c(=O)cc1N (centres undefined) | i | i | i | 3 | i | 6 | i | i | i | i | -5
CSc1cccc(NC(=O)COc2cccc3ccccc23)c1 | i | i | i | 0 | i | -1 | i | i | i | i | -5
COc1cc2c(cc1OC)C(C(=O)NCc1cccnc1)C(c1cccnc1)N(C)C2=O (centres undefined) | i | i | i | -3 | i | -6 | i | i | i | i | -4
CN(CC(=O)N1CCN(c2ccccc2F)CC1)S(=O)(=O)c1cnc[nH]1 | i | i | i | -5 | i | 6 | i | i | i | i | -2
O=C(/C=C/c1ccccc1)CC(=O)c1ccccc1O | i | i | i | 10 | i | 2 | i | i | i | i | 15*
O=C(NNS(=O)(=O)c1ccccc1[N+](=O)[O-])c1ccncc1 | i | i | i | 7 | i | 0 | i | i | i | i | -4

Screening data: PubChem, several laboratories
